# Bioassay records (PubChem)
# DAGLB inhibitor: blocks human DAGLB lipase activity | 0.059% of 340,000 active | Q8NCG7 | inhibition, % at 5.17 µM | HEK293T DAGLB membrane lysate, EnzChek fluorogenic substrate; in the data active = inhibition above about 34%;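 note: 0% = enzyme with vehicle and 100% = wells lacking enzyme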
# Target sequence (Q8NCG7 whole entry, looked up): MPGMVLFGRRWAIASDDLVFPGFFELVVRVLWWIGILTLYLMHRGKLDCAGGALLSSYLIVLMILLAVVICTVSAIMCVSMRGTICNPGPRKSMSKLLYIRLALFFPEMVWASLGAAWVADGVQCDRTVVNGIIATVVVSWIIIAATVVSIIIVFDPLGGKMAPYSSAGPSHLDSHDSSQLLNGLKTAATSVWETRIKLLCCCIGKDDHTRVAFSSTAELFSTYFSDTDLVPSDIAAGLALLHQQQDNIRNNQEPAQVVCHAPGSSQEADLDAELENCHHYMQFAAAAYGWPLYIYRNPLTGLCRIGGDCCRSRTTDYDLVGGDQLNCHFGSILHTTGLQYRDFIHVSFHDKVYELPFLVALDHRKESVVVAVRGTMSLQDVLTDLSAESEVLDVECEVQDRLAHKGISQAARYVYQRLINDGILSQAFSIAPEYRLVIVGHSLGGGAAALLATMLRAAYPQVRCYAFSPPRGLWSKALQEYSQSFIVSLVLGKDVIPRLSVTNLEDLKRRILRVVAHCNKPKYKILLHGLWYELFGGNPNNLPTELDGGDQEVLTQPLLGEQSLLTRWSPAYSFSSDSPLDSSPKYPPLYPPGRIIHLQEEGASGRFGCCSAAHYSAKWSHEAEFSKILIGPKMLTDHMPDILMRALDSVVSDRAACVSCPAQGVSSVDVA
# PKA-R1A act: activates the PKA-R1A holoenzyme complex; AID 504707; PKA-R1A dissociation, Cy5-IP20 fluorescence polarization; scaled: DMSO 0%, 113 µM cGMP 100%; 0.083% of 340,000 active; P00514+P68181; activation, % at 11.4 µM;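 active = percent activation above the mean of all tested compounds plus 3 SD, cut at about 19% in these data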;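 note: higher means more PKAc released from R1A so a rise in polarization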
# V-ATPase pHluor: alters yeast V-ATPase proton transport | AID 504577 | response, % at 10 µM | S. cerevisiae, pHLuorin cytosolic pH fluorescence | 0.37% of 350,000 active; in the data active = response mostly above about 7.3%, no sharp cut-off; inactive = mostly below about 5.4%; note: actives read high; inactives centre near 0; some compounds called inactive have numbers as strong as hits; reference of the scale not given here
# Pemphigus Ab inh: human desmoglein-3 autoantibody binding inhibition. AID 588358. 0.48% of 310,000 active. DSG3-coupled beads, scFv-anti-DSG3-GFP binding, flow cytometry; active compounds read low. binding (percent of control), % at 10 µM;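 active = binding more than 3 SD below its plate's average and above zero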;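 note: hits lower antibody fragment binding to DSG3; some compounds called inactive have numbers as strong as hits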
# MOR-DOR ag: agonists of human mu-delta opioid receptor heterodimerization | 0.3% of 340,000 active | activation, % at 9.3 µM | P35372+P41143 | cells, OPRM1-OPRD1 heterodimerization, luminescence | AID 504326; in the data active = activation above about 18%;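 note: 0% = vehicle-treated cells and 100% = reference agonist; values of inactives mirror those of a sister screen read the other way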
# PKA-R2B act: activates the human PKA-R2B holoenzyme complex | P22694+P31323 | PKA-R2B holoenzyme dissociation, Cy5-IP20 fluorescence polarization; R2B truncated from residue 108, S112A mutant; 0% DMSO only, 100% 113 µM cGMP | activation, % at 11.4 µM | 0.079% of 340,000 active | AID 504700;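 active = activation above a cutoff set at the mean over all compounds plus 3 SD, cut at about 18% in these data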;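 note: higher means more holoenzyme dissociation and a rise in polarization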
# HTR5A ag: counter-screen for OPRM1-OPRD1 agonists: human HTR5A agonism; P47898; HTR5A agonist assay, luminescence, cell-based; activation, % at 9.3 µM; 0.61% of 340,000 active; AID 504692; in the data active = activation mostly above about 9.5%, no sharp cut-off; inactive = mostly below about 7.6%;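 note: 0% = cells with vehicle only and 100% = reference agonist; strong numbers were not always called active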
# Target sequence (P47898 whole entry, looked up): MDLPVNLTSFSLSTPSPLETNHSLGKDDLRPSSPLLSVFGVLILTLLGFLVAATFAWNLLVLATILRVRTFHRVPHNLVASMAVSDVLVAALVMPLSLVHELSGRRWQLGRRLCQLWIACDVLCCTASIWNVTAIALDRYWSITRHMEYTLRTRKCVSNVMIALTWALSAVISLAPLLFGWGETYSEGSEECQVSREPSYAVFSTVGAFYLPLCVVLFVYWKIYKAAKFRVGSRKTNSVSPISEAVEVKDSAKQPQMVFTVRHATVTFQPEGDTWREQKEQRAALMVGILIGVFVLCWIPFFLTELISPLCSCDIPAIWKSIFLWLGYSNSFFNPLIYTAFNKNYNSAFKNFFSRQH
# HTR5A inv ctr: HTR5A inverse agonism, opioid heterodimer counter-screen; 0.083% of 340,000 active; HTR5A cell line, luminescence; inhibition, % at 9.3 µM; P47898; in the data active = inhibition mostly above about 23%, no sharp cut-off; inactive = mostly below about 18%;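 note: 0% = cells with DMSO and 100% = no-cell wells with DMSO; some compounds called inactive have numbers as strong as hits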
# OPRM1-OPRD1 inv: inverse agonist of human OPRM1-OPRD1 heterodimerization | P35372+P41143 | cell-based MOR-DOR heterodimer luminescence, inverse agonism | inhibition, % at 9.3 µM | 0.21% of 340,000 active | AID 504357; in the data active = inhibition above about 22%, passing the limit was not always enough;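 note: 0% = cells with DMSO and 100% = wells without cells with DMSO; values of inactives mirror those of a sister screen read the other way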
# Arrestin-AP2 inh: human beta-arrestin and AP2 interaction inhibition | 0.31% of 340,000 active | FITC-arrestin peptide / GST-AP2 beads, flow cytometry; AP2 beta2 appendage carries R879A mutation | inhibition, % at 10 µM;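 active = inhibition above a set limit, near 3 SD of compounds lacking own fluorescence, cut at about 54% in these data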;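 note: plate controls were DMSO wells for no effect and 5 µM unlabelled arrestin peptide for full effect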
#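 System: GST-AP2 R879A glutathione beads | Also added: FITC-arrestin peptide, 50 nM | Times: 12 min plus 1 h, RT | Signal: Bead flow cytometry, FITC channel | Buffer or medium: PBS with 0.05% Tween 20 and 0.1% BSA | Read-out basis: Percent drop in bead-associated FITC signal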
# * marks the source's active call; other numbers are inactive results; nt = no result given. Only part of the results is shown. The share of hits here may be higher or lower than overall.
SMILES,DAGLB inhibitor,PKA-R1A act,V-ATPase pHluor,Pemphigus Ab inh,MOR-DOR ag,PKA-R2B act,HTR5A ag,HTR5A inv ctr,OPRM1-OPRD1 inv,Arrestin-AP2 inh
O=C1NC(=O)N(Cc2ccc(F)cc2)C(=O)/C1=C\C=C\c1ccco1,13,-3,0,97,0.5,-2,0,1,-2,-1
CCCC(CCC)C(=O)OC[N+](C)(C)CCOC(=O)C(O)(c1ccccc1)C1CCCC1 (configuration not stated),3,5,1,106,-1.5,-7,-1,4,10,1
CC(=O)Nc1ccc(OC(=O)N(C)c2ccc(C)cc2)cc1,-1,-1,8,91,-1.6,-1,-1,3,8,24
O=P(Nc1cccnc1)(Oc1ccccc1)Oc1ccccc1,0,-7,1,108,-6.3,2,4,-11,29,12
CCCCSC1=NN1c1nc(N)nc(C)c1CC,1,-1,-2,92,-2.5,-6,-3,2,13,3
C#CC1(O)CCC2C3CCC4=CC(=O)CCC4=C3C=CC21C (configuration not stated),0,-3,2,89,-0.3,3,11*,-43,2,9
COc1nc(C)nc(NC(=O)NS(=O)(=O)c2ccccc2Cl)n1,1,-7,2,107,-1.9,6,0,-7,10,-4
CN(C)c1ccc(CCN2CCOCC2)cc1,1,-12,4,106,-2.3,-4,0,1,12,8
CC(C)Oc1cccc(NC(=O)c2cccn(Cc3ccc4c(c3)OC(F)(F)O4)c2=O)c1,4,-5,nt,114,1.0,-4,2,0,-5,10
CN(Cc1ccccc1)C(=C(Cl)Cl)/C(=C1/NCCN1Cc1ccc(Cl)nc1)[N+](=O)[O-],2,10,0,100,0.8,-1,-5,13,-5,-6
O=C1NC(=O)C2(Cc3cc([N+](=O)[O-])ccc3N3CCN(C(=O)c4ccccc4)CC32)C(=O)N1 (configuration not stated),2,-1,1,93,-0.1,-2,-4,12,1,29
O=C1C=C2C=C[C@@H]3CC2(O1)[C@H]1CCCCN31,1,-1,-2,126,-2.3,-3,-2,0,13,0
C=CCC1C(=O)NC(=S)NC1=O,1,-2,-2,105,-0.2,-11,3,-8,1,-16
O=P(N1CCCCC1)(N1CCCCC1)C(Cl)(Cl)Cl,-3,-5,-3,100,0.2,2,3,-18,-1,-9
CCC(C)C12CN3CCN(CC(C)(C3)C1O)C2 (configuration not stated),3,4,-2,106,-2.1,-7,-2,5,11,-1
CCOC(=O)Cn1cc(C=C2C(=O)N(C)C(=O)N(C)C2=O)c2ccccc21,-3,-1,4,114,-1.2,-6,2,-5,6,7
COc1ccc(NC2=NCC(C)S2)cc1 (configuration not stated),0,-11,1,103,1.3,-7,2,-32,-6,2
FC(F)(F)c1ccc(CNCCc2c[nH]c3ccccc23)cc1,-2,2,2,122,1.4,0,7,-27,-7,38
O=C(/C=C/c1ccc(Br)cc1)NC(=S)N1C[C@H]2C[C@H](C1)c1cccc(=O)n1C2,-2,-7,-1,103,-1.4,14,2,-37,7,26
Cc1[nH]c2ccccc2c1C(=O)CN1CC=C(c2ccccc2)CC1,1,-10,-12,108,-0.8,-8,-2,5,4,10
COCCNC(=O)Cn1cc(C(=O)c2ccccc2F)c2ccccc21,-2,-8,5,98,-1.2,0,1,-2,6,27
C[C@]12C[C@@H](O)[C@H](O)CC1=CCC1C2CC[C@]2(C)C(=O)CCC12 (some centres not stated),2,-2,1,128,-0.1,-8,-2,6,0,-11
CCC(=NCCc1c[nH]c2ccccc12)c1c(O)n(-c2ccc(C)cc2)c(=O)[nH]c1=O,1,2,0,108,-0.4,4,19*,-113,2,8
CC(=NCc1ccc2c(c1)OCO2)c1c(O)[nH]c(=O)[nH]c1=O,1,-7,1,101,2.0,-6,-2,5,-11,10
COc1c(C)cc(C(=O)C2CCCN(Cc3ccccn3)C2)cc1C (configuration not stated),-2,-9,0,98,0.7,3,3,-9,-5,-6
CC(CN1CCOCC1)OC(=O)Cc1ccccc1 (configuration not stated),0,1,-2,114,-1.6,-4,0,5,8,-4
O=C(CF)NC(Nc1cccc2cccnc12)C(Cl)(Cl)Cl (configuration not stated),2,-3,-2,101,8.0,4,7,14,-48,-14
Cc1noc(C)c1C(=O)N1CCC2(CC1)OCCO2,-2,-7,0,103,-3.6,-5,0,-2,19,6
C=CCn1c(O)c(C(CC)=Nc2cccc(C(F)(F)F)c2)c(=O)[nH]c1=O,1,-17,3,112,-2.2,9,1,-1,12,0
O=C(C1CCC(=O)N1C1CCCCC1)N1CCC2(CC1)OCCO2 (configuration not stated),-1,-5,-2,98,-2.2,-5,-5,4,12,-2
CCOc1ccc2c(c1)c(C(C)=O)c(C)n2Cc1ccco1,2,-8,-6,112,-3.1,-6,1,-4,15,-32
CCOC(=O)c1c(C)n(Cc2ccco2)c2ccc(O)cc12,-1,-9,4,99,-2.6,-17,-1,5,14,4
COc1ccc(CC2c3cc(OC)c(OC)cc3CCN2C)cc1OC (configuration not stated),-2,-12,1,102,-2.2,10,2,26,11,13
CCn1ccnc1CN1CCCC(C(=O)c2cc(Cl)ccc2OC)C1 (configuration not stated),1,-7,1,110,-0.4,-7,-3,9,2,11
COC(=O)C1=Nc2ccccc2/C1=C\c1c(O)n(-c2cc(OC)ccc2OC)c(=O)[nH]c1=O,3,5,3,96,-1.9,0,1,-3,10,37
O=c1[nH]c(=O)n(-c2cccc(F)c2)c(O)c1/C=C1\C=Nc2ccccc21,2,-5,0,90,-1.6,-2,3,-13,9,5
COc1ccc(-c2cc(=NCCC(=O)O)c3cc(C)ccc3o2)cc1,-3,0,3,108,-0.7,3,1,-2,3,7
CCn1cc(/C=c2/sc3n(c2=O)C2c4ccccc4OC(C)(N=3)C2C(=O)OC)c(C)n1 (configuration not stated),1,-16,-8,105,-0.8,-9,-3,11,4,14
O=C1OC(c2ccc(Cl)cc2)=N/C1=C\N1CC2CC(C1)c1cccc(=O)n1C2 (configuration not stated),1,-5,1,93,-2.4,-2,0,2,12,16
CC(=O)c1ccc2c(c1)C1C(Cl)C(Sc3ccccc3[N+](=O)[O-])CC1C(C(=O)O)N2 (configuration not stated),36*,3,4,78,-1.7,-3,-3,8,10,3

# In the list so far, 2 contain a COOH group.
SMILES,DAGLB inhibitor,PKA-R1A act,V-ATPase pHluor,Pemphigus Ab inh,MOR-DOR ag,PKA-R2B act,HTR5A ag,HTR5A inv ctr,OPRM1-OPRD1 inv,Arrestin-AP2 inh
COc1ccc(-c2cc(=NCCC(=O)O)c3cc(C)ccc3o2)cc1,-3,0,3,108,-0.7,3,1,-2,3,7
CC(=O)c1ccc2c(c1)C1C(Cl)C(Sc3ccccc3[N+](=O)[O-])CC1C(C(=O)O)N2 (configuration not stated),36*,3,4,78,-1.7,-3,-3,8,10,3

# Back to the main list, repeating the 2 entries before the break.
SMILES,DAGLB inhibitor,PKA-R1A act,V-ATPase pHluor,Pemphigus Ab inh,MOR-DOR ag,PKA-R2B act,HTR5A ag,HTR5A inv ctr,OPRM1-OPRD1 inv,Arrestin-AP2 inh
O=C1OC(c2ccc(Cl)cc2)=N/C1=C\N1CC2CC(C1)c1cccc(=O)n1C2 (configuration not stated),1,-5,1,93,-2.4,-2,0,2,12,16
CC(=O)c1ccc2c(c1)C1C(Cl)C(Sc3ccccc3[N+](=O)[O-])CC1C(C(=O)O)N2 (configuration not stated),36*,3,4,78,-1.7,-3,-3,8,10,3
O=c1[nH]c(=O)n(Cc2ccc(F)cc2)c(O)c1/C=N/Nc1ccccc1,9,-15,3,109,4.3,-6,-2,3,-23,1
O=Cc1cn(Cc2ccc(F)cc2)c2ccccc12,-2,18,0,82,-1.2,7,-2,6,6,2
CC(=O)C1C2c3ccccc3OC1(C)N=c1s/c(=C/c3cn(C)nc3C)c(=O)n12 (configuration not stated),0,-3,0,107,0.3,5,-2,7,-2,6
Cc1ccc2c(c1)C1CN(C)CCC1N2C(=S)Nc1cccnc1 (configuration not stated),1,2,-2,101,nt,13,nt,nt,nt,2
CC[C@H]1CN(C)CCc2c([nH]c3ccccc23)C(=O)C[C@@H]1/C(=C\OC)C(=O)OC,3,-13,0,104,-2.5,1,4,16,13,7
Cc1ccc(-c2cc(-c3ccc(C)cc3)[n+](C)o2)cc1,-1,7,3,94,2.0,-1,7,-47,-11,4
C=C(C)[C@@]12OC3(c4ccccc4)O[C@@H]1C1[C@@H]4O[C@]4(CO)[C@@H](O)[C@]4(O)C(=O)C(C)=C[C@H]4[C@@]1(O3)[C@H](C)[C@H]2OC(=O)/C=C/C=C/c1ccccc1 (some centres not stated),-5,0,0,96,-2.1,-2,33*,4,12,11
c1ccc(CN2Cc3ccccc3-n3nncc3C2)cc1,-1,-4,1,nt,nt,1,nt,nt,nt,nt
COc1ccc2c(c1)c(C(=O)CN1CCC3(CC1)OCCO3)c(C)n2Cc1ccccc1,2,5,6,96,-2.2,13,0,0,12,26
CCOC(=O)c1cccc(NC(=O)c2c(O)[nH]c(=O)[nH]c2=O)c1,3,7,-5,101,-2.4,0,0,7,13,-10
COc1ccc2c3c1OC1[C@H](O)CCC4[C@@H](C2)N(C)CC[C@]314 (some centres not stated),0,7,-2,101,46*,-5,4,-9,-185,10
N[C@@H](Cc1c[nH]c2ccccc12)c1nnc(SCc2c(F)cccc2Cl)o1,-1,8,-5,107,0.1,-6,-4,-1,-1,5
CN1C(=O)C(=Cc2ccc(N3CCCCCC3)o2)C(=O)N(C)C1=S,1,-13,-2,nt,-3.3,-1,-3,7,14,14
CCOc1ccc(-c2cc(C)[n+](CCc3ccc(OC)c(OC)c3)c(-c3ccc(OCC)cc3)c2)cc1,3,-6,-2,109,-3.4,-11,-3,12,15,24
COc1ccccc1NC1(C#N)CCCCC1,-2,-6,1,105,-5.5,-8,0,-3,26,13
C[C@@H]1CN([C@@H](C)CO)C(=O)CCCn2cc(nn2)CO[C@H]1CN(C)C(=O)Oc1ccc2ccccc2c1,3,6,1,nt,nt,8,nt,nt,nt,nt
CCCC1(CC(C)CC)C(=O)NC(=O)NC1=O (configuration not stated),-3,-3,5,98,nt,-4,nt,nt,nt,nt
Cc1occc1C(=O)N1CCC2(CC1)OCCO2,1,0,-1,95,0.4,13,-2,3,-2,-10
Cc1nc2ccccc2c(=O)n1-c1ccc(C(=O)O)cc1,0,7,8,99,-2.0,-2,2,-6,11,-3
CCCCCCCCCCCCCCCC[N+](C)(C)C,3,1,5,115,1.5,2,3,1,-9,24

# As entered above.
# CCCC1(CC(C)CC)C(=O)NC(=O)NC1=O (configuration not stated) @ DAGLB inhibitor = -3
# Cc1nc2ccccc2c(=O)n1-c1ccc(C(=O)O)cc1 @ HTR5A ag = 2
